POLB inh: inhibitors of human DNA polymerase beta; Potency, µM (highest dose often 114 µM), for the others: top-dose activity change, negative = inhibition, most hits filed as inhibitors; AID 485314; Pol beta primer extension/strand displacement, fluorescence kinetic; P06746; 340,000 tested, 1.3% active; also: potency is read from the fitted curve at half-maximal effect; % is scaled to controls: 0 for no effect and ±100 for the full control effect
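Curves were derived by four-parameter Hill fits of normalized qHTS data. The kinetic fluorescent primer-extension read was taken at 0 and 10 min after 50 nM substrate, following a 15 min room-temperature preincubation of 10 nM enzyme with compounds.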
Anesthetic bind: candidate novel general anesthetic via apoferritin binding; apoferritin/1-aminoanthracene competitive binding, fluorescence; Potency, µM (doses to about 77.5 µM), without a hit: at the highest dose activity change, negative = displacement, hits mostly inhibitors; 350,000 tested, 0.074% active; also: potency is read from the fitted curve at half-maximal effect; % is scaled to controls: 0 for no effect and ±100 for the full control effect; nearly all actives have a fitted effect of over 20% in size
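Probe: 1-aminoanthracene (50% saturated, PBS). Protein: horse-spleen apoferritin, 10 uM. Incubation: 10 min, room temperature. Detection: 380 nm excitation, 535 nm emission. Analysis: normalized response, four-parameter Hill.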
12-LOX inh: blocks human arachidonate 12S-lipoxygenase; P18054; purified 12hLO, xylenol orange hydroperoxide absorbance; Potency, µM (titrated, usually from 108 µM), for the others: at the highest dose activity change, negative = inhibition, hits mostly inhibitors; 580,000 tested, 1.1% active; also: potency is read from the fitted curve at half-maximal effect; % is scaled to controls: 0 for no effect and ±100 for the full control effect
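Hydroperoxide product was detected by ferrous iron/xylenol orange as the 573 to 405 nm absorbance ratio. Arachidonic acid at 40 uM (final) was turned over for 30 min at room temperature by 150 nM human 12hLO, pH 7.0 Hepes buffer, after 15 min compound preincubation.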
RGS4 inhibitor: inhibitors of human regulator of G protein signaling 4; P49798; Transcreener GDP fluorescence polarization, RGS4-accelerated GTP hydrolysis; Potency, µM (titrated, usually from 114 µM), for inactives: at the top dose activity change, negative = inhibition, usual class: inhibitors; 390,000 tested, 0.039% active; also: potency is read from the fitted curve at half-maximal effect; % is scaled to controls: 0 for no effect and ±100 for the full control effect; nearly all actives have a fitted effect of over 75% in size; some results filed as inactive show a strong effect at the top dose
Target sequence (P49798 whole entry, looked up): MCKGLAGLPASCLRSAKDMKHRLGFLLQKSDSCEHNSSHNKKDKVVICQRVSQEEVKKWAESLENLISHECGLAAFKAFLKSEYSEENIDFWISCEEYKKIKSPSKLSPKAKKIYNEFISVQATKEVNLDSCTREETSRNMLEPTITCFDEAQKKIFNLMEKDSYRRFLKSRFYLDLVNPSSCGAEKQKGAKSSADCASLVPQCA
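MLSMR compounds (23 nl, pin-transferred) preincubated 10 min at room temperature with a 500nM (2x) first reagent, then RGS4 at 900nM (2x) plus Transcreener GDP mix added; fluorescence polarization (620/688 nm) read before and after 90 min at 30 °C.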
ERG-DNA inh: inhibitors of human ERG Ets domain-DNA interaction. P11308. fluorescence polarization, His-ERG Ets domain / labelled DNA. Potency, µM (series often up to 76.9 µM), for inactives: at the highest dose FP activity, negative = inhibition, usual class: inhibitors. 370,000 tested, 0.028% active; active = well fitted inhibition curve with a large enough effect in the polarisation, with a control signal flat; inconclusive = small, poorly fitted or top-dose-only effect, or effect the other way, or a change in a side signal; inactive = no such curve, though single readings can be large or run the other way; the % refers to the polarisation;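 also: polarization taken with two DNA probes labelled with fluorescein and Texas red; potency is read from the fitted curve at half-maximal effect; % of control where 0% means no effect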
Target sequence (P11308 whole entry, looked up, the tested form may be a part): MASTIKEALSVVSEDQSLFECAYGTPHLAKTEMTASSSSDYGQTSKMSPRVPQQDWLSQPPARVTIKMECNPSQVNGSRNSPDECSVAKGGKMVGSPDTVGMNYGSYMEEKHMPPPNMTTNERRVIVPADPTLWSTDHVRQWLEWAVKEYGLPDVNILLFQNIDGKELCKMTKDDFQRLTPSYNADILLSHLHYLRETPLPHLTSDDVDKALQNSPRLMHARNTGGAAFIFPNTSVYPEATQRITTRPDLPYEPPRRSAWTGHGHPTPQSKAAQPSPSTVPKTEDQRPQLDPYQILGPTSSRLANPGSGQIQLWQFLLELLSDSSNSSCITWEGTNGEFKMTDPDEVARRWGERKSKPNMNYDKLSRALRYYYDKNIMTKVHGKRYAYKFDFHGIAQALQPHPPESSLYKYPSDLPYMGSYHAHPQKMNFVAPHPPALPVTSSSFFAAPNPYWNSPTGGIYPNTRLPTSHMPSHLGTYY
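His-tagged ERG Ets domain (1 uM in the protein solution; 300mM KCl, 50mM Tris-HCl, 1mM EDTA, 1mM DTT, pH 7.5) received compound, then a probe mix of 5 nM fluorescein-DNA and 100nM Texas-615-DNA. Fluorescence polarization was read for both dyes.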
APE1 inh: inhibitors of human APE1 endonuclease; P27695; recombinant APE1, TAMRA/BHQ-2 abasic DNA cleavage fluorescence; Potency, µM (series often up to 65.8 µM), without a hit: at the top dose activity change, negative = inhibition, hits mostly inhibitors; 350,000 tested, 0.35% active;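 also: potency is read from the fitted curve at half-maximal effect; plate controls were vehicle for no effect and reference inhibitor for full effect; nearly all actives have a fitted effect of over 55% in size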
Target sequence (P27695 whole entry, looked up): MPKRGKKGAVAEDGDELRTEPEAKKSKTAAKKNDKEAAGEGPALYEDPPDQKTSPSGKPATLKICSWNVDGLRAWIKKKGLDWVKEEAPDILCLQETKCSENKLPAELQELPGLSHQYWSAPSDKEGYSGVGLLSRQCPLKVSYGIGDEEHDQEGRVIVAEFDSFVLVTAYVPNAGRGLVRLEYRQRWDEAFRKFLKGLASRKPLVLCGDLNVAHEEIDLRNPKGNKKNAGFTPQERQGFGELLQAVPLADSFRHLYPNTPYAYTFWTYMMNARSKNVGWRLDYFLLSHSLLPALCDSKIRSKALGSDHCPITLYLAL
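Measures dequenching upon AP-site incision of a 5'-TAMRA/3'-BHQ-2 THF-containing duplex, 50 nM; human APE1 0.75 nM after 15 min room-temperature exposure to compound; kinetic three-point read at one-minute spacing.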
POLK inh: blocks human DNA polymerase kappa activity | AID 588579 | purified Pol kappa, fluorescent DNA synthesis assay, 10 min | 400,000 tested, 0.53% active | Potency, µM (series often up to 107 µM), for the others: top-dose activity, negative = inhibition, usual class: inhibitors | Q9UBT6; also: potency is read from the fitted curve at half-maximal effect; % is scaled to controls: 0 for no effect and ±100 for the full control effect
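Kinetic fluorescence readout at 0 and 10 min followed reaction start with substrate at 50 nM final. Beforehand, enzyme (10 nM Pol kappa) stood 15 min with compound at room temperature; buffer-only wells were negative controls.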
LDHA block: LDHA (human) enzyme inhibition; P00338; purified LDHA, NADH/diaphorase-resazurin fluorescence; active compounds read low; activity change, % (values are at about 110 or 230 µM); 480,000 tested, 0.15% active; AID 1347041; in the data active = activity change below about -30%; inconclusive = mostly about -25% to -30%;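 also: plate controls were DMSO wells for no effect and wells without enzyme for full effect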
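LDH5 2 nM; NADH 0.06 mM, pyruvate 0.2 mM; 200 mM Tris pH 7.4, EDTA, Tween-20; 5 min RT. Detection: diaphorase 0.133 mg/mL + resazurin 37 µM, fluorescence ex540/em590 at 0 and 20 min; normalized to enzyme-free and DMSO wells.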
Pol eta inh: DNA polymerase eta (human) inhibition | 390,000 tested, 1.2% active | Potency, µM (highest dose often 114 µM), inactives show at the highest dose activity change, negative = inhibition, most hits filed as inhibitors | Q9Y253 | recombinant Pol eta, fluorescent DNA replication assay; also: potency is read from the fitted curve at half-maximal effect; % is scaled to controls: 0 for no effect and ±100 for the full control effect
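Fluorescent replication assay: 50 nM final substrate added after a 15 min room-temperature compound preincubation with 10 nM enzyme. Signal taken at 0 min and again at 10 min.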
Starred values were filed as active, the others as inactive; ? = inconclusive; . = no result given; & = joins results of further samples; [ ] = dose if it differs, or a comment. Unless noted, calls follow the shape of the dose curve; as a rule, active = well fitted curve in the direction sought with a large enough effect; inconclusive = small, poorly fitted or top-dose-only effect, or another doubt; inactive = no such curve, though single readings can be large; an effect the other way counts as inactive or inconclusive. Some of the compounds tested; the hit share may differ from the screen's.

SMILES	POLB inh	Anesthetic bind	12-LOX inh	RGS4 inhibitor	ERG-DNA inh	APE1 inh	POLK inh	LDHA block	Pol eta inh
CCOC(=O)c1c(C)[nH]c(C)c1S(=O)(=O)NCC(=O)Nc1ccc(CC)cc1	19%	7%	-1%	-19%	-4%	.	4%	-1	-13%
Cn1cc(CNC(=O)c2cc(-c3ccc(Br)cc3)nc3ccccc23)cn1	0%	-3%	31%[activator]	-3%	4%	?	-10%	-1	-17%
C=CCn1c(COc2ccccc2)nnc1SC(C)C(=O)N/N=C/c1cc(Cl)ccc1O (centres undefined)	6%	-19%	320%[activator]	-3%[11.4 µM]	-7%	10%	-13%	0	-19%
CCOc1ccc(/C=C/C(=O)NC2CCCCC2)cc1	0%	-4%	4%	16%	-6%	12%	1%	-11	-1%
C/C(=C\c1ccc(Cl)cc1)C(=O)c1c(C)cc(C)[nH]c1=O	31%	-20%	?	23%	-3%	14%	-16%	-1	-19%
CCOC(=O)/C=c1/s/c(=C\c2c(OC)ccc3ccccc23)c(=O)n1CC(=O)NCC1CCCO1 (centres undefined)	.	.	?	-12%	4%	.	-4%	4	-20%
Cc1cc(C)n(CCCNC(=O)c2ccc(C)o2)n1	.	.	1%	-3%	8%	-10%	-23%	-2	-16%
O=C(c1ccc(CS(=O)c2cccc(Cl)c2)o1)N1CCCCCC1 (centres undefined)	10%	-8%	0%	43%	-5%	18%	-4%	-2	4%
CN(Cc1ccccc1Br)C(=O)CSc1nnnn1C1CC1	.	.	23%	-10%	9%	33%	6%	0	-21%
C/C(=N\OC(=O)c1ccccc1)c1c(C)nc2cc(C)ccn12	26%	-8%	-14%	16%	0%	-1%	-4%	-9	-4%

Record cards, as listed above.
CCOC(=O)/C=c1/s/c(=C\c2c(OC)ccc3ccccc23)c(=O)n1CC(=O)NCC1CCCO1 (centres undefined) is listed with POLB inh: .; Anesthetic bind: .; 12-LOX inh: ?; RGS4 inhibitor: -12%; ERG-DNA inh: 4%; APE1 inh: .; POLK inh: -4%; LDHA block: 4; Pol eta inh: -20%
C/C(=C\c1ccc(Cl)cc1)C(=O)c1c(C)cc(C)[nH]c1=O is listed with POLB inh: 31%; Anesthetic bind: -20%; 12-LOX inh: ?; RGS4 inhibitor: 23%; ERG-DNA inh: -3%; APE1 inh: 14%; POLK inh: -16%; LDHA block: -1; Pol eta inh: -19%

The results go on:
SMILES	POLB inh	Anesthetic bind	12-LOX inh	RGS4 inhibitor	ERG-DNA inh	APE1 inh	POLK inh	LDHA block	Pol eta inh
COC(=O)c1cc(NC(=O)CN(C)Cc2ccccc2)cc(C(=O)OC)c1	-15%	0%	-26%	6%	1%	14%	-12%	-12	0%
COc1ccc(OC)c(S(=O)(=O)N2CCC(C(=O)Nc3cccc(C)c3)CC2)c1	0%	-17%	-22%	6%	.	-2%	-9%	0	-8%
O=C(Nc1nnc(C(F)(F)F)s1)c1ccc(N2C(=O)C3C4C=CC(C4)C3C2=O)cc1 (centres undefined)	0%	-13%	-27%	-1%	.	1%	-2%	0	12%
COc1ccc(OC)c(C(=O)c2c(C)oc3cc([N+](=O)[O-])c(O)c([N+](=O)[O-])c23)c1	2%	3%	?	10%	-3%	3%	-15%	-1	-8%
CCc1ccc(NC(=O)C(Cc2ccccc2)NS(=O)(=O)c2ccc3c(c2)c(=O)n(C)c(=O)n3C)cc1 (centres undefined)	34%	-21%	-37%	-12%	-10%	.	-12%	3	-3%
COc1cc(OC)cc(C(C)=O)c1	-8%	-8%	-7%	-20%	5%	1%	2%	-3	-6%
Cc1ccc2c(CC(=O)N3CCOCC3)coc2c1	-2%	-1%	-16%	20%	-1%	-2%	1%	0	-7%
COc1ccc(-n2c(=O)c3ccccc3n(CC(=O)c3ccccc3)c2=O)cc1OC	-26%	-9%	-6%	0%	8%	9%	14%	-1	0%
COC(=O)[C@@]12CCCN1[C@H](c1ccc(-c3ccc(C(C)=O)cc3)c(OC)c1)[C@H]1C(=O)N(C)C(=O)[C@H]12	.	.	?	-1%	-1%	11%	2%	-3	-15%
CCN(CC(=O)NC1CCS(=O)(=O)C1)S(=O)(=O)c1ccc(Br)cc1 (centres undefined)	.	.	?	-3%	6%	?	-6%	-3	-15%
CCCN(Cc1cc2cccc(C)c2[nH]c1=O)S(C)(=O)=O	-16%	-11%	-36%&-21%	-3%	16%	1%	-5%	-3&0	-5%
CCN(CC)Cc1c(C(=O)N/N=C/c2cccc3ccccc23)nnn1-c1nonc1N	28%	-15%	-8%	13%	1%	-19%	-24%	-4	0%
Nc1cnccc1C(=O)O	4%	3%	?	-39%	?	?	-34%	27	?
O=C(Nc1cccc2ccccc12)NC1CCCCC1O (centres undefined)	.	.	1%	-25%	-1%	1%	13%	3	-12%
CC1CCC(C(C)C)C(OC(=O)Cn2c(-c3ccc(F)cc3)[n+](C)c3ccccc32)C1 (centres undefined)	41%	1%	-29%	1%	1%	16%	-5%	-10	2%
CC(C(=O)c1ccccc1)n1c(N2CCOCC2)nc2c1c(=O)n(C)c(=O)n2C (centres undefined)	33%	-4%	-15%	-23%	-6%	18%	-15%	-2	-11%
Cn1ccnc1SCC(=O)Nc1cccc(S(=O)(=O)N2CCCCC2)c1	13%	-9%	-6%	27%	11%	0%	-17%	-3	0%
Cc1csc(NC(=O)c2cc3c(s2)-c2ccccc2OC3)n1	4%	119%[activator]	4%[57.4 µM]	-7%	2%	?	-2%	-2	-20%
CCCc1nnc(NC(=O)CCC(=O)N2CCC(C)CC2)s1	13%	-14%	-28%	-13%	0%	4%	10%	-1	-7%
CCOC(=O)CSc1nnc([C@H](Cc2ccccc2)NC(=O)OC(C)(C)C)o1	34%	-15%	0%	-21%	-4%	-5%	8%	2	-11%
CC1=C(C(N)=O)C(c2ccc3c(c2)OCO3)n2nc(-c3cccc(C)c3)nc2N1 (centres undefined)	13%	?	0%	-4%	-2%	-1%	-11%	4	-11%
COCC(C)n1c(SCC(=O)Nc2ccc3c(c2)OCCO3)nc2ccccc2c1=O (centres undefined)	.	.	-1%	-36%	.	13%	-6%	-19	?
O=C(Nc1ccc(OC(F)(F)C(F)F)c(NC(=O)c2ccc(F)cc2)c1)c1ccc(F)cc1	.	.	5%	-15%	-6%	.	2%	0	-8%
CCN(C(=O)c1ccc(Cl)c(S(=O)(=O)Nc2c(C)n(C)n(-c3ccccc3)c2=O)c1)c1ccccc1	.	.	199%[activator]	12%	3%	0%	-8%	-6	-7%
Cc1cccc(NC(=O)C2CC(=O)OC23CCCCC3)c1 (centres undefined)	0%	-9%	-15%	-26%	2%	-1%	1%	-8	-9%
CC(C)c1ccc(/C=C/C2=NNC(=O)CC2)cc1	17%	?	13%	?	8%	-3%	-7%	-12	3%
Cc1oc(-c2cccc(Br)c2)nc1CSc1nc2ncccc2[nH]1	0%	-12%	0%	-29%	-8%	.	-16%	-4	-11%
Cc1ccc(NC(=O)COC(=O)Cc2ccsc2)cc1S(=O)(=O)N1CCOCC1	7%	2%	-18%	7%	-1%	-5%	-13%	0	-20%
COc1ccc([N+](=O)[O-])cc1NC(=O)Cc1noc2ccc(C)cc12	26%	0%	55%[activator]	-4%	-2%	1%	4%	-3	-20%
COc1cccc(-n2nnnc2SCC(=O)Nc2ccc(C(C)=O)cc2)c1	-16%	-8%	8%	-74%[56.9 µM]	-4%	3%	-7%	-3	-1%
O=C(CCCNC(=O)/C(=C/c1ccc(Br)cc1)NC(=O)c1ccccc1)OCc1ccccc1	-10%	-3%	-13%	-22%	-3%	3%	-6%	-4	-21%
CC(C)(C)n1ncc2c(=O)n(Cc3cccc(Cn4cnc5c(cnn5C(C)(C)C)c4=O)c3F)cnc21	.	.	-19%	13%	.	8%	-2%	-9	-3%
CCOC(=O)c1ccc(N2C(=O)c3[nH]nc(-c4ccc(C)cc4)c3C2c2ccc(O)cc2)cc1 (centres undefined)	0%	-11%	-25%	-1%	-6%	.	-7%	-12	-9%
S=C(Nc1ccc(Br)cc1Cl)N1CCCC1	2%	-10%	0%	-4%	0%	-3%	-6%	-11	-17%
CSc1nc2c(c(=O)[nH]1)C(c1ccc(C(F)(F)F)cc1)CC(=O)N2 (centres undefined)	61%	0%	1%	3%	2%	0%	-10%	-7	-8%
CCc1c(C)[nH]c2ccccc2c1=O	9%	-8%	-7%	-1%	-1%	3%	-2%	-3	-9%
Cc1ccc(NC(=O)C2CCN(c3cnccn3)CC2)cc1	5%	-2%	-8%	-5%	-17%	0%	3%	-2	-23%
Cc1ccc2c(c1)C(c1ccccc1)N(C(=O)c1c(F)cccc1Cl)CC(=O)N2 (centres undefined)	14%	-14%	?	7%	18%	9%	-18%[60.1 µM]	-4	-9%
COc1ccccc1-n1cnc2sc(C)c(C)c2c1=O	2%	?	-1%	14%	5%	14%	-11%	-14	4%
CCOc1ccc(CC2CCC(=O)NC2=O)cc1 (centres undefined)	2%	-2%	-12%	-8%	-22%	4%	2%	-5	-9%
Cc1cccc(/C=C2/C(=O)/C(=C/c3ccccc3C)C3CCC2N3C)c1 (centres undefined)	-19%	-14%	29%	-9%	-4%	-8%	-6%	2	-10%

High-throughput results (PubChem)
